Screening results as filed in PubChem BioAssay.
FEN1 inh: inhibitors of human flap endonuclease 1 | Recombinant FEN1 flap cleavage, fluorescence, 15 min | Potency, µM (titrated, usually from 114 µM), without a hit: at the highest dose activity change, negative = inhibition, hits mostly inhibitors | hit rate 0.35% among 390,000 | AID 588795; further: nearly all actives have a fitted effect of over 65% in size
Target sequence (P39748 whole entry, looked up): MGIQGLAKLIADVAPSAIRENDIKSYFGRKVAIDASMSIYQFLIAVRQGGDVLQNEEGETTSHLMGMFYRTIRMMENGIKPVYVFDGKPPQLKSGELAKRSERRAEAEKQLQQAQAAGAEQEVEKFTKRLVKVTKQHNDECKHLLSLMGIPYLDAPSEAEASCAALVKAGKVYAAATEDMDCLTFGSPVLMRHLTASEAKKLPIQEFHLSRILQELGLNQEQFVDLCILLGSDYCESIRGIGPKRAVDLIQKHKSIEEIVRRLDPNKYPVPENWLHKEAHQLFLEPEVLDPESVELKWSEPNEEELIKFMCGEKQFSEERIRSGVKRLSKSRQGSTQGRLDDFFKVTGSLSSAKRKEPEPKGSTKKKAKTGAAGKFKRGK
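Potency values derive from four-parameter Hill fits of normalized qHTS data. The reaction used 10 nM FEN1 preincubated 15 min at room temperature with compound, then 50 nM DNA substrate, read at 0 and 15 min.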
N370S GC mod: inhibits or activates N370S mutant glucocerebrosidase | N370S GC spleen homogenate, 4MU-glucoside fluorescence | hit rate 0.092% among 330,000 | Potency, µM (doses to about 59.4 µM), for the others: top-dose activity change, negative = inhibition, hits mostly inhibitors | P04062;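 further: 0% = full enzyme activity and -100% = no enzyme basal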
GCN5L2 inh: blocks human GCN5L2 histone acetyltransferase; Potency, µM (doses to about 58.9 µM), for inactives: top-dose activity change, negative = inhibition, hits mostly inhibitors; GCN5L2 HAT assay, ThioGlo1 CoA-SH fluorescence; Q92830; hit rate 0.21% among 390,000; AID 504327
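qHTS, 1536-well. 20nM enzyme, pH 7.5 HEPES/EDTA/Tween-20 buffer; 15 min compound preinc., RT. Start: 75uM H3(1-25), 70uM AcCoA, 50uM ThioGlo1. Read Ex340/Em540 at t=0 (autofluorescence flag) and t=20 min.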
Numbers without * were called inactive; u = inconclusive; x = not tested or not shown; [ ] = another dose, or the depositor's remark. The call rests on the fitted dose curve; in most records, active means well fitted curve in the direction sought with a large enough effect; inconclusive means small, poorly fitted or top-dose-only effect, or another doubt; inactive means no such curve, though single readings can be large; an effect the other way counts as inactive or inconclusive. Unless noted, on the % scale 0 is the no-effect control and ±100 the full control effect; potency means the concentration at half of the fitted maximal effect.

The first 14 compounds as a preview:
SMILES | FEN1 inh | N370S GC mod | GCN5L2 inh
COc1ccccc1OCc1nc(Cc2ccc(Cl)cc2)no1 | -22% | 6% | -10%
Cc1nn(-c2cccc(C(F)(F)F)c2)c(=O)c2noc(C)c12 | 8% | 6% | -6%
O=C(Cn1c(C(F)(F)F)nc2ccccc21)NCCN1CCCC1 | 3% | 0% | -6%
O=S(=O)(c1cc(-c2nc3ccccc3s2)ccc1Cl)N1CCOCC1 | x | u | 30%
Cc1ccc(-c2cc(C(=O)N/N=C/c3ccoc3)c3ccccc3n2)cc1 | 10% | u | -3%
Cc1ccc2[nH]c(=O)c(C(c3nnnn3CC3CCCO3)N3CCCc4ccccc43)cc2c1 (stereo not drawn) | -2% | 26% | -7%
CCn1c(C(O)c2cccc(OC)c2OC)nc2ccccc21 (stereo not drawn) | 1% | 2% | -3%
CC(C)C(C(=O)NCC1CCCO1)N(C(=O)CNS(=O)(=O)c1ccccc1)c1ccc(F)cc1 (stereo not drawn) | 4% | -4% | -26%
CC1CCCC(C)N1C(=O)COC(=O)c1ccc[nH]c1=O (stereo not drawn) | -4% | 4% | -4%
CCN(CC)C(=O)COC(=O)C1=NN(c2cc(C)ccc2C)C(=O)CC1 | 1% | -3% | -4%
CNC(=O)c1ccc(CNC(=O)OCC(F)(F)F)cc1 | -2% | -6% | 2%
C/C(=N\NC(=O)c1ccc(Cl)cc1)c1ccccn1 | 13% | 5% | u
CN=C1S/C(=C\c2ccc(N3CCOCC3)c(F)c2)C(=O)N1C | -5% | 0% | 7%
COc1ccc(N)cc1S(=O)(=O)Nc1ccccc1Cl | -4% | 8% | -15%

This part in full, from the start:
SMILES | FEN1 inh | N370S GC mod | GCN5L2 inh
COc1ccccc1OCc1nc(Cc2ccc(Cl)cc2)no1 | -22% | 6% | -10%
Cc1nn(-c2cccc(C(F)(F)F)c2)c(=O)c2noc(C)c12 | 8% | 6% | -6%
O=C(Cn1c(C(F)(F)F)nc2ccccc21)NCCN1CCCC1 | 3% | 0% | -6%
O=S(=O)(c1cc(-c2nc3ccccc3s2)ccc1Cl)N1CCOCC1 | x | u | 30%
Cc1ccc(-c2cc(C(=O)N/N=C/c3ccoc3)c3ccccc3n2)cc1 | 10% | u | -3%
Cc1ccc2[nH]c(=O)c(C(c3nnnn3CC3CCCO3)N3CCCc4ccccc43)cc2c1 (stereo not drawn) | -2% | 26% | -7%
CCn1c(C(O)c2cccc(OC)c2OC)nc2ccccc21 (stereo not drawn) | 1% | 2% | -3%
CC(C)C(C(=O)NCC1CCCO1)N(C(=O)CNS(=O)(=O)c1ccccc1)c1ccc(F)cc1 (stereo not drawn) | 4% | -4% | -26%
CC1CCCC(C)N1C(=O)COC(=O)c1ccc[nH]c1=O (stereo not drawn) | -4% | 4% | -4%
CCN(CC)C(=O)COC(=O)C1=NN(c2cc(C)ccc2C)C(=O)CC1 | 1% | -3% | -4%
CNC(=O)c1ccc(CNC(=O)OCC(F)(F)F)cc1 | -2% | -6% | 2%
C/C(=N\NC(=O)c1ccc(Cl)cc1)c1ccccn1 | 13% | 5% | u
CN=C1S/C(=C\c2ccc(N3CCOCC3)c(F)c2)C(=O)N1C | -5% | 0% | 7%
COc1ccc(N)cc1S(=O)(=O)Nc1ccccc1Cl | -4% | 8% | -15%
COc1cccc2c1cc1c(=O)n(CC(=O)N3CCN(c4ccccc4)CC3)nc(C)n12 | 0% | x | 2%
CCn1c(-c2cc(-c3cc(C)ccc3C)nc3ccccc23)n[nH]c1=S | -4% | 1% | -2%
COc1cc(/C=N/n2cnc3scc(-c4cccs4)c3c2=O)cc(OC)c1OC | -5% | 2% | -6%
C=CCC(c1ccccc1F)N(CCN1CCOCC1)C(=O)Nc1cccc(Cl)c1 (stereo not drawn) | -15% | 4% | -3%
CCOC(=O)c1c(N)sc(C(=O)N2CCCC2)c1C | 2% | 5% | -5%
Cc1ccn2c(Nc3ccc4c(c3)OCO4)c(-c3ccccn3)nc2c1 | u | 11% | 17%
Cc1onc(-c2ccccc2)c1C(=O)Nc1ccc(N2CCOCC2)cc1 | 1% | -3% | 0%
Fc1cccc2sc(N3CCCCC3)nc12 | 13% | -2% | -6%
Cc1cc(C)n(-c2nc3c(c(=O)n(C)c(=O)n3C)n2C)n1 | -1% | u | -15%
CCOC(=O)c1c(C)oc2ncnc(Nc3ccc(OCC)cc3)c12 | -5% | x | 33%[activator]
O=C(NC(=S)NCCC1=CCCCC1)c1ccccc1Br | -28% | 10% | u
SMILES | FEN1 inh | N370S GC mod | GCN5L2 inh
O=C(NCCOc1cccc(Oc2ccccc2)c1)c1cc(-n2cnnc2)ccc1Cl | -14% | -18% | -12%
CC(=O)O[C@@]1(C)C[C@@H](O)[C@]2(O)C=CO[C@@H](O[C@@H]3O[C@H](CO)[C@@H](O)[C@H](O)[C@H]3O)[C@@H]21 | 0% | x | 1%
COc1cc([C@@H]2CC=C(C(=O)O)CN2S(=O)(=O)c2ccc(C)cc2)cc(OC)c1OC | 4% | -12% | -5%
O=C(CCCCn1c(=O)c2ccccc2n(CC(=O)Nc2ccc(F)cc2F)c1=O)NCCc1ccccc1 | 5% | x | -2%
CCC(C)NC(=O)C1CCC(CNS(=O)(=O)c2ccc(Cl)cc2)CC1 (stereo not drawn) | -1% | x | -7%
Cc1nc(NC(C)c2ccccc2)c2c3c(sc2n1)CCC3 (stereo not drawn) | -4% | 11% | -1%
O=c1c(-c2cccs2)nc2cnc(N3CCOCC3)nc2n1CCc1ccccc1 | x | 8% | -4%
O=C(COC(=O)c1cccc(S(=O)(=O)N2CCOCC2)c1)Nc1nc(-c2ccccc2Cl)cs1 | -1% | -1% | -22%
COc1ccc2oc(C(=O)OCC(=O)N(C)c3c(N)n(Cc4ccccc4)c(=O)[nH]c3=O)c(C)c2c1 | -4% | 6% | -7%
CC1(C)C(C=C(Cl)Cl)C1C(=O)NC(O)C(=O)c1ccccc1 (stereo not drawn) | -2% | -21% | -9%
CCn1nnnc1NCc1ccc(OCc2c(F)cccc2Cl)c(OC)c1 | -7% | 12% | -3%
COc1ccc(/C=C(\NC(=O)c2ccco2)C(=O)NC(Cc2ccccc2)C(=O)O)cc1 (stereo not drawn) | -2% | 1% | 1%
Cc1ccccc1C1CC(=O)Oc2ccc(C(C)(C)C)cc21 (stereo not drawn) | x | 14%[89.1 µM] | 2%[88.6 µM]
COc1ccc(C(=O)NN=C2CCCC2)cc1OC | -4% | -5% | -1%
Cc1ccc(C)c(-c2nc(Cn3c(=O)cc(-c4ccccc4)c4c(C)nn(C)c43)c(C)o2)c1 | 10% | x | 5%
COC(=O)[C@H](C(C)C)N(Cc1ccccc1)S(=O)(=O)CCNC1CCCC1 | 12% | x | -1%
COC(=O)c1ccc(OCC(=O)c2ccc(C)c(C)c2)cc1 | -2% | -4% | -6%
N#C/C(=C\c1c[nH]c2ccccc12)C(=O)NC1CC1 | -4% | -5% | -4%
CCOCCc1nnc(NC(=O)c2cc(OC)c(OC)cc2[N+](=O)[O-])s1 | 4% | 1% | -13%
Cc1ccc(C)c(S(=O)(=O)N2CCCOC2CNC(=O)C(=O)NCCCn2ccnc2)c1 (stereo not drawn) | -2% | 0% | -6%
CC(=O)C1=C(C)NC(C)=C(C(C)=O)C1c1cccs1 | 14% | -3% | -14%
CC(=O)c1ccc(OCCCC(=O)Nc2cccc(S(=O)(=O)N3CCOCC3)c2)cc1 | -13% | x | 3%
COc1ccc(-n2c(CN3CCOCC3)nc3ccc([N+](=O)[O-])cc3c2=O)c(OC)c1 | -1% | -11% | 1%
O=C(N/N=C/c1ccc2c(c1)OCO2)c1cc2ccccc2o1 | 5% | -1% | -11%
Cc1ccc(C)c(Cn2c(C(=O)O)c(CNCc3cccs3)c3ccccc32)c1 | -8% | x | -12%
SMILES | FEN1 inh | N370S GC mod | GCN5L2 inh
CCc1cc2c(Nc3ccccc3O)nc(C)nc2s1 | 1% | -4% | -4%
Cc1cc(C)cc(NC(=O)COc2coc(CN3CCN(c4ccccc4)CC3)cc2=O)c1 | -11% | -3% | -9%
COc1c2n(C)ccc3c-2n(c(=O)c1=O)c1ccccc31 | 19% | 0% | -2%
O=C(/C=C/c1ccco1)NC(=S)Nc1ccccc1 | -26% | -3% | -10%
O=C1CSc2ccc(S(=O)(=O)NCc3ccccc3)cc2N1 | 15% | -1% | -2%
COc1ccc(-c2noc(CC(=O)Nc3ccc(F)cc3F)n2)cc1 | 12% | x | -6%
CC(C)COc1ccc(-c2nn(-c3ccccc3)cc2CO)cc1 | u | 7% | -11%
COc1ccc2cc3cc(C(=O)NCc4ccccn4)oc3nc2c1 | -10% | 15% | -19%
N#C/C(=C/c1ccncc1)c1nc2ccccc2s1 | -1% | -21% | 1%
CCCCP(=O)(c1ccccn1)c1ccccn1 | -1% | -24% | -9%
CCCOc1ccc(NC(=O)CC2C(=O)N(Cc3ccccc3)C(=S)N2Cc2cccs2)cc1 (stereo not drawn) | -1% | 11% | -10%
O=[N+]([O-])c1cc(-c2nc(-c3ccncc3)no2)ccc1NCc1ccccc1 | -4% | x | -16%
CN(C(=O)COn1nnc2ccc(Cl)cc21)C1CCS(=O)(=O)C1 (stereo not drawn) | -6% | x | -4%
COc1ccc(S(=O)(=O)NCC(c2ccco2)S(=O)(=O)c2ccc(C)cc2)cc1C (stereo not drawn) | -15% | x | -11%
O=C(Nc1ccc(CN2CCCCC2)cc1)c1c(F)c(F)c(F)c(F)c1F | -19% | -15% | 0%
COc1ccc(-c2n[nH]c(=S)n2-c2ccc3c(c2)OCCO3)cc1OC | 0% | 10% | 1%
CC(=O)Oc1ccccc1C1OC(=O)c2ccccc2N1C(C)=O (stereo not drawn) | -2% | 5% | -16%
CCOc1ccc(N(C)C(CNS(=O)(=O)c2ccccc2)c2ccccc2)cc1 (stereo not drawn) | 3% | x | -15%
COC(=O)c1cc(C(=O)OC)n(Cc2ccc(F)cc2)c1C | -5% | 19% | -24%
COC(=O)Cn1c(=NC(=O)c2ccc(Cl)s2)sc2cc(F)ccc21 | 1% | -1% | -8%
Cc1ccc(-c2cc3ncc(C(=O)c4cc(Cl)c(C)cc4O)cn3n2)cc1 | 3% | x | -2%
CCCCn1c(N)c(N(CC(C)C)C(=O)CC(NC(=O)c2ccccc2)c2ccccc2)c(=O)[nH]c1=O (stereo not drawn) | 7% | -3% | -6%
O=C(Nc1ccccc1-c1nc2ccccc2[nH]c1=O)c1cccs1 | -3% | u | -4%
CCCCc1ccc(-c2csc(/C(C#N)=C\c3ccco3)n2)cc1 | -14% | 6% | -10%
COc1ccccc1/C=N/NC(=O)CCn1cnc2ccccc21 | 2% | 8% | 38%[activator]
SMILES | FEN1 inh | N370S GC mod | GCN5L2 inh
CC(C(=O)NCCS(=O)(=O)c1ccc(Cl)cc1)S(=O)(=O)c1ccc(Cl)cc1 (stereo not drawn) | 6% | -26% | -16%
CNC(=O)C1(C(F)(F)F)C/C(=C/CCO)CCCO1 (stereo not drawn) | -3% | 1% | x
Cc1ccc(C(=O)/C=C/c2c(C)nn(-c3ccccc3)c2Cl)cc1 | -5% | -9% | -4%
O=C(NC1CCCC1)C(c1ccccc1F)N(C(=O)c1csnn1)c1ccccc1 (stereo not drawn) | 1% | -19% | -13%
CN=c1scc(-c2ccc([N+](=O)[O-])cc2)n1/N=C/c1ccco1 | 5% | 3% | -1%
CC(=O)Nc1ccc(CN2CCCC(CO)(Cc3cccc(Cl)c3)C2)cc1 (stereo not drawn) | -8% | -17% | -27%
Cc1cc(NC(=O)/C=C/c2ccc(F)cc2)n(-c2nc3ccccc3[nH]2)n1 | 7% | -6% | -3%
COc1ccccc1Oc1cn[nH]c1-c1ccc(OCC(=O)NN)cc1O | 8% | -13% | -14%
O=C1c2ccccc2NC(c2ccccc2F)N1NS(=O)(=O)c1ccccc1 (stereo not drawn) | -2% | u | -4%
CCc1nnc(NS(=O)(=O)c2ccc(NC(=O)CCC(=O)O)cc2)s1 | -1% | 1% | -2%
Cc1ccc(NC(=O)COC(=O)c2ccc(Cl)cc2)cc1S(=O)(=O)N(C)C | 4% | 5% | -25%
COc1ccccc1N(CC(=O)NCc1ccco1)C(=O)CCC(=O)Nc1ccccn1 | 4% | -3% | -4%
Cc1ccc(OCCn2c(=O)n(C)c3ccccc32)cc1 | -6% | -6% | -6%
Nc1nc(N)c(N=Nc2ccc(Cl)cc2)c(=O)[nH]1 | -5% | -7% | -7%
Cc1ccc2c(c1)C(=O)C(=O)N2Cc1ccccc1 | 18% | x | -5%
CCOc1cc(C)ccc1OCc1nnc(SCC(=O)Nc2cccc(C(=O)O)c2)n1-c1ccccc1 | 7% | -20% | -7%
COc1ccc(NC(=O)c2ccc(-c3ccc(C(C)=O)cc3)o2)cn1 | -13% | x | -4%
O=c1[nH]c2ccccc2s1 | -10% | 13% | -1%
N#CC1=C(N)N2C(=C(C#N)C1c1cccc(Br)c1)Nc1ccccc12 (stereo not drawn) | 6% | -11% | 1%
Cc1ccc(CN(C)CC(=O)Nc2ccccc2C(=O)NC2CC2)o1 | 6% | x | 2%
CCCCCCC(=O)O | 1% | 4% | -5%

In another format: two of the compounds above
CCOC(=O)c1c(N)sc(C(=O)N2CCCC2)c1C
  FEN1 inh = 2%
  N370S GC mod = 5%
  GCN5L2 inh = -5%

Cc1ccn2c(Nc3ccc4c(c3)OCO4)c(-c3ccccn3)nc2c1
  FEN1 inh = u
  N370S GC mod = 11%
  GCN5L2 inh = 17%
